# Screens: PubChem, Sanford-Burnham Center for Chemical Genomics
# mouse EphA4 binding – inhibitors of EphA4 binding to KYL peptide, primary screen, biochemical, colorimetric, mouse EphA4 (AID 689). EphA4-AP binding to KYL peptide, pNPP A405; higher % means a stronger effect. inhibition, % at 10 µM, or IC50 in µM where a hit was titrated. actives 0.1% (n = 62,000); in the data active means a potency from the dose series; inactive means the rest, 99 in 100 with inhibition below about 22%
# * hit, by the source's call. Some of the compounds tested. The share of hits here may be higher or lower than overall.
mouse EphA4 binding	Structure
-21%	CSCCC1NC(=O)N(CC(=O)Nc2ccc(N3CCCCC3)cc2)C1=O (stereo not drawn)
-10%	COc1cc(C)c(Cl)cc1S(=O)(=O)NCCCN1CCOCC1
4%	O=[N+]([O-])c1ccc(N2CCCC2)c(C(F)(F)F)c1
7%	COc1ccc(-c2cc(N)n(S(=O)(=O)c3c(F)c(F)c(F)c(F)c3F)n2)cc1OC
-3%	CCOc1ccc(S(=O)(=O)N(CC(=O)Nc2ccc(C)cc2)c2ccc(C)cc2)cc1
-5%	CCC(=O)N1CCCc2cc(S(=O)(=O)N3CCN(c4ccccc4F)CC3)ccc21
-11%	Cn1c(=O)oc2cc(S(=O)(=O)N3CCCc4ccccc43)ccc21
-8%	C=CCn1c(=O)n(CCC#N)c(=O)n(CCC#N)c1=O
-9%	COC(=O)[C@H](CCSC)NC(=O)NC1CCN(Cc2ccccc2)CC1
-19%	Cc1ccc(C(=O)N2CCN(Cc3ccc4c(c3)OCO4)CC2)o1
-6%	COc1cccc(C2/C(=C(/O)c3ccncc3)C(=O)C(=O)N2CCCN(C)C)c1 (stereo not drawn)
2%	Cc1nc(SCC(=O)c2cc3ccccc3oc2=O)c(C#N)c(C)c1C(=O)Nc1ccccc1
3%	O=C1CCCc2c1[nH]c1ccc(CN3CCCCC3)cc21
-6%	O=C(Nc1ccc(Cl)cn1)c1ccc(-c2cc(Cl)ccc2Cl)o1
-2%	Cc1ccc(Nc2cc(C)nn2-c2nc(C)cc(C)n2)cc1
-7%	Cn1c(SCC(=O)N2CCCCC2)nc2cccnc21
-6%	O=c1[nH]c2ccccc2nc1-c1cccs1
-10%	Cc1ccsc1/C=N/Nc1nc(Cl)c(Cl)cc1Cl
-8%	CCN(c1ccc2c(c1)OCO2)S(=O)(=O)c1cc(Br)cc2c1N(C(C)=O)CC2
2%	CC(C)c1ccc(Nc2nc(NCc3ccco3)nc(N3CCOCC3)n2)cc1
-7%	OC1(c2cccc(F)c2)CCN(Cc2ccncc2)CC1
-6%	CCCCNC(=O)c1cn(-c2ccc(OCC)cc2)c(=O)c2cc(OC)c(OC)cc12
-2%	COC(=O)CN(c1ccc2c(c1)OCO2)S(C)(=O)=O
-7%	Cc1sc2ncn(-n3c(C)ccc3C)c(=O)c2c1C
-9%	CCc1nnc(SCCSc2nnc(CC)n2N)n1N
1%	O=C1NC(=O)C2(CCc3ccccc32)N1 (stereo not drawn)
6%	Cc1nn(-c2cc(N3CCNCC3)ccc2[N+](=O)[O-])c(=O)c2ccccc12
-2%	COc1ccc(N2C(=O)NC(=O)/C(=C/c3cn(CCOc4ccccc4OC)c4ccccc34)C2=O)cc1
-2%	CCc1nnc(NC(=O)CN2CCN(c3nc(-c4ccccc4)cs3)CC2)s1
-10%	COc1ccccc1CNC(=O)c1cc2sccc2n1C
-19%	CC(C)CCn1c(NCCN(C)C)nc2c1c(=O)[nH]c(=O)n2C
-7%	Cc1ccc2nc(CSc3nnc(Cc4cccs4)n3C3CCCCC3)cc(=O)n2c1
-2%	CC(=O)c1cccc(NC(=O)c2nccnc2C(=O)O)c1
-11%	CC(C(=O)Nc1ncc2c(n1)CC(C)(C)CC2=O)N1C(=O)c2ccccc2C1=O (stereo not drawn)
-4%	Cc1cc([N+](=O)[O-])ccc1-c1ccc(C(=O)Nc2ccc(I)cc2Cl)o1
-5%	CN1CCC(=NNC(=O)C(=O)NC2CCCCC2)CC1
-11%	Cc1cccc(NC(=S)NC2CC3CCCC(C2)N3Cc2cccs2)c1 (stereo not drawn)
2%	COc1ccccc1N1CCN(C(=O)CSc2ccccc2)CC1
0%	Oc1ccc2ccccc2c1/C=N/c1nccs1
-3%	CCN(CC)S(=O)(=O)c1ccc(O)c(C(=O)OCC(=O)N(C)Cc2ccccc2)c1
10%	COc1ccc(S(=O)(=O)N2CCCN(CC(=O)Nc3ccc4c(c3)OCO4)CC2)cc1
9%	NC1=C(c2ccc(F)cc2)C(=O)CS1
8%	Brc1ccc(Oc2nsnc2N2CCOCC2)cc1
-6%	Cc1ccc2c(c1)NC(=O)C(CC(=O)NCCCN1CCc3ccccc3C1)O2 (stereo not drawn)
-3%	O=C(CN(c1cccc(Cl)c1)S(=O)(=O)c1ccccc1)NCCSc1nc2ccccc2s1

# Pulled by compound from above (2):
mouse EphA4 binding	Structure
9%	NC1=C(c2ccc(F)cc2)C(=O)CS1
-3%	O=C(CN(c1cccc(Cl)c1)S(=O)(=O)c1ccccc1)NCCSc1nc2ccccc2s1

# The main list resumes, repeating the 2 entries before the break.
mouse EphA4 binding	Structure
-6%	Cc1ccc2c(c1)NC(=O)C(CC(=O)NCCCN1CCc3ccccc3C1)O2 (stereo not drawn)
-3%	O=C(CN(c1cccc(Cl)c1)S(=O)(=O)c1ccccc1)NCCSc1nc2ccccc2s1
-4%	O=C(Cc1ccc(Cl)cc1)Nc1ccccc1N1CCOCC1
0%	Cn1nc(-c2ccc(Cl)cc2)c2cc(C(=O)NCCCN3CCCC3)sc21
38%	Cc1ccc2c(c1)C1C=CCC1C(C(=O)O)N2 (stereo not drawn)
0%	Cc1oc2ccc(OCc3ccccc3Cl)cc2c1C(=O)O
2%	Cc1cc(S(=O)(=O)Nc2cccc(O)c2)c(C)s1
-13%	CC1CCC(NC(=O)c2ccc(N3CCCC3=O)cc2)CC1 (stereo not drawn)
-7%	N#Cc1c(N)n(-c2ccc(Br)cc2)c2nc3ccccc3nc12
3%	O=C(NCCc1ccccc1)c1ccc(NC2=NC3CS(=O)(=O)CC3S2)cc1 (stereo not drawn)
-12%	N#C/C(=C(/O)CN1CCCCC1)c1nc(-c2ccc(Cl)cc2)cs1
-7%	O=C(NCCCN1CCOCC1)c1ccc(Br)cc1
-14%	O=c1onc(-c2cccs2)n1Cc1ccccc1
13%	CCOC(=O)N1CCN(C(=O)CSc2nnc(-c3ccccc3OC)o2)CC1
-1%	CCn1c(SCC(=O)c2[nH]c(C)c(C(C)=O)c2C)nnc1-c1cccs1
-1%	O=c1oc2ccc(Br)cc2cc1-c1nc2ccccc2o1
-23%	O=C(O)CCC(=O)N1CCc2cc(S(=O)(=O)NCc3cccs3)ccc21
1%	COc1ccc(N(CC(=O)NCc2cccs2)S(=O)(=O)c2c(C)nn(C)c2C)cc1
0%	CN1C(=O)N2CN(C3CCCCC3)CN3C(=O)N(C)C1C23 (stereo not drawn)
1%	CCCc1cc(=O)[nH]c(SCc2cc(C(=O)OC)c(C)o2)n1
-14%	O=C(NC1CCCCCC1)c1c(O)c2ccccc2[nH]c1=O
-3%	O=C1NCCCC2c3c(cc(Br)c(O)c3Br)OC12N1CCOCC1 (stereo not drawn)
-10%	Cc1nn(C)cc1C(C(=O)NC1CCCCC1)N(C(=O)Cc1cccs1)c1ccc(C(C)C)cc1 (stereo not drawn)
4%	CS(=O)(=O)N(CC(=O)NC1CCCC1)Cc1ccc(Cl)cc1
-10%	O=C(Nc1cccc(Cl)c1)Nc1nnc(-c2ccc(Cl)cc2Cl)s1
4%	CCCn1c2c(c(O)c(C(=O)Nc3ccc(OCC)cc3)c1=O)CCCC2
-3%	CCOC(=O)/C=C/COc1ccc2oc(C)c(C(=O)OC)c2c1
-12%	Cc1ccc(Cn2ccc(NC(=O)c3cc(-c4ccc(Br)cc4)on3)n2)cc1
5%	O=C(COc1ccc2ccccc2c1)NCCNC(=O)COc1ccc2ccccc2c1
-5%	CCCCNC(=O)NS(=O)(=O)c1ccc(C(=O)OC(C)C)o1
-12%	CCOC(=O)/C(C#N)=C/c1cc(C)n(-c2ccccc2)c1C
-12%	CCN1CCN(CC(=O)Nc2cc(F)ccc2C)CC1

# Quoted from the listing:
# COc1ccccc1N1CCN(C(=O)CSc2ccccc2)CC1 in mouse EphA4 binding is entered as 2%
# CC(C)c1ccc(Nc2nc(NCc3ccco3)nc(N3CCOCC3)n2)cc1 in mouse EphA4 binding is entered as 2%
# CC(=O)c1cccc(NC(=O)c2nccnc2C(=O)O)c1 in mouse EphA4 binding is entered as -2%
# C=CCn1c(=O)n(CCC#N)c(=O)n(CCC#N)c1=O in mouse EphA4 binding is entered as -8%

# (further entries)
mouse EphA4 binding	Structure
27%	Cc1ccc(-c2nn(-c3ccccc3)cc2C2CC(c3cccs3)=NN2C(=O)CCC(=O)O)cc1 (stereo not drawn)
-27%	N#Cc1c(NC(=O)CSc2ncn[nH]2)sc2c1CCCC2
3%	C=CCNCC(=O)Nc1sc2c(c1C(=O)OCC)CCCC2
11%	COc1cc(-c2noc(C3CCCN(S(=O)(=O)c4cccc(Cl)c4)C3)n2)cc(OC)c1OC (stereo not drawn)
-4%	CCN1CCN(C(=O)c2ccc(COc3ccc(Cl)cc3)o2)CC1
-10%	CCOc1ccccc1Nc1nc(-c2sc(NC(=O)c3ccccc3)nc2C)cs1
17%	Cc1cccc(-c2nnc3sc(-c4ccccc4C)nn23)c1
-11%	C/C(=N\OC(=O)c1ccc(F)cc1)c1sc(-c2ccccc2)nc1C

# Part of the list above in another layout:
molecule,mouse EphA4 binding
CCN1CCN(C(=O)c2ccc(COc3ccc(Cl)cc3)o2)CC1,-4%
COc1cc(-c2noc(C3CCCN(S(=O)(=O)c4cccc(Cl)c4)C3)n2)cc(OC)c1OC (stereo not drawn),11%
C=CCNCC(=O)Nc1sc2c(c1C(=O)OCC)CCCC2,3%
C/C(=N\OC(=O)c1ccc(F)cc1)c1sc(-c2ccccc2)nc1C,-11%
